Screening results deposited in PubChem BioAssay by several laboratories.
CAL PDZ FP-1 = inhibitors of human CAL PDZ peptide binding | AID 602252 | Q9HD26 | purified CAL PDZ, TMR-peptide fluorescence polarization, 1 h | 300,000 compounds, 0.92% hits | inhibition, % at 24.9 µM;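 active means mean inhibition of at least 30% with at least half of replicates also reaching 30%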;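 further: 0% = DMSO neutral control and 100% = excess unlabeled competitor peptide PRC23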
DSG3 Ab inh = human desmoglein-3 autoantibody binding inhibition | DSG3-coupled beads, scFv-anti-DSG3-GFP binding, flow cytometry; hits give low values | binding (percent of control), % at 10 µM | 310,000 compounds, 0.48% hits | AID 588358;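 active means binding more than 3 SD below its plate's average and above zero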;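 further: hits lower antibody fragment binding to DSG3; some compounds called inactive have numbers as strong as hits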
Keap1 Nrf2 FP = Keap1-Nrf2 (human) interaction inhibition | Q14145 | 340,000 compounds, 0.15% hits | AID 504523 | Keap1 Kelch-Nrf2 peptide fluorescence polarization, 1536-well | inhibition, % at 9.4 µM; in the data active means inhibition above about 12%;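 further: human Keap1 Kelch domain with fluorescein labeled Nrf2 9mer peptide probe; 0% = neutral control wells and 100% = peptide positive control; higher means more block of Keap1 binding to Nrf2 peptide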
DAGLB inh = blocks human DAGLB lipase activity; Q8NCG7; HEK293T DAGLB membrane lysate, EnzChek fluorogenic substrate; inhibition, % at 5.17 µM; 340,000 compounds, 0.059% hits; in the data active means inhibition above about 34%;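 further: 0% = enzyme with vehicle and 100% = wells lacking enzyme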
LANA DNA inh = KSHV C-LANA DNA binding inhibition | MBP-C-LANA/FAM-LBS DNA binding, fluorescence polarization | 340,000 compounds, 0.078% hits | inhibition, % at 9 µM;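 active means highest replicate inhibition at or above 60% at 9 µM, even if other replicates fall short; inactive means all replicates below 60% inhibition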;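 further: 0% = neutral control wells and 100% = 4 µM acridine orange control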
V-ATPase pH = regulators of yeast V-ATPase proton transport; S. cerevisiae, pHLuorin cytosolic pH fluorescence; response, % at 10 µM; 350,000 compounds, 0.37% hits; AID 504577; in the data active means response mostly above about 7.3%, no sharp cut-off; inactive means mostly below about 5.4%; further: actives read high; inactives centre near 0; some compounds called inactive have numbers as strong as hits
NSD2 HMT inh = inhibitors of human histone methyltransferase NSD2 | O96028 | NSD2 peptide methylation, AlphaScreen, 120 min | inhibition, % at 12.5 µM | 310,000 compounds, 0.54% hits; in the data active means inhibition above about 50%
Target sequence (O96028 whole entry, looked up): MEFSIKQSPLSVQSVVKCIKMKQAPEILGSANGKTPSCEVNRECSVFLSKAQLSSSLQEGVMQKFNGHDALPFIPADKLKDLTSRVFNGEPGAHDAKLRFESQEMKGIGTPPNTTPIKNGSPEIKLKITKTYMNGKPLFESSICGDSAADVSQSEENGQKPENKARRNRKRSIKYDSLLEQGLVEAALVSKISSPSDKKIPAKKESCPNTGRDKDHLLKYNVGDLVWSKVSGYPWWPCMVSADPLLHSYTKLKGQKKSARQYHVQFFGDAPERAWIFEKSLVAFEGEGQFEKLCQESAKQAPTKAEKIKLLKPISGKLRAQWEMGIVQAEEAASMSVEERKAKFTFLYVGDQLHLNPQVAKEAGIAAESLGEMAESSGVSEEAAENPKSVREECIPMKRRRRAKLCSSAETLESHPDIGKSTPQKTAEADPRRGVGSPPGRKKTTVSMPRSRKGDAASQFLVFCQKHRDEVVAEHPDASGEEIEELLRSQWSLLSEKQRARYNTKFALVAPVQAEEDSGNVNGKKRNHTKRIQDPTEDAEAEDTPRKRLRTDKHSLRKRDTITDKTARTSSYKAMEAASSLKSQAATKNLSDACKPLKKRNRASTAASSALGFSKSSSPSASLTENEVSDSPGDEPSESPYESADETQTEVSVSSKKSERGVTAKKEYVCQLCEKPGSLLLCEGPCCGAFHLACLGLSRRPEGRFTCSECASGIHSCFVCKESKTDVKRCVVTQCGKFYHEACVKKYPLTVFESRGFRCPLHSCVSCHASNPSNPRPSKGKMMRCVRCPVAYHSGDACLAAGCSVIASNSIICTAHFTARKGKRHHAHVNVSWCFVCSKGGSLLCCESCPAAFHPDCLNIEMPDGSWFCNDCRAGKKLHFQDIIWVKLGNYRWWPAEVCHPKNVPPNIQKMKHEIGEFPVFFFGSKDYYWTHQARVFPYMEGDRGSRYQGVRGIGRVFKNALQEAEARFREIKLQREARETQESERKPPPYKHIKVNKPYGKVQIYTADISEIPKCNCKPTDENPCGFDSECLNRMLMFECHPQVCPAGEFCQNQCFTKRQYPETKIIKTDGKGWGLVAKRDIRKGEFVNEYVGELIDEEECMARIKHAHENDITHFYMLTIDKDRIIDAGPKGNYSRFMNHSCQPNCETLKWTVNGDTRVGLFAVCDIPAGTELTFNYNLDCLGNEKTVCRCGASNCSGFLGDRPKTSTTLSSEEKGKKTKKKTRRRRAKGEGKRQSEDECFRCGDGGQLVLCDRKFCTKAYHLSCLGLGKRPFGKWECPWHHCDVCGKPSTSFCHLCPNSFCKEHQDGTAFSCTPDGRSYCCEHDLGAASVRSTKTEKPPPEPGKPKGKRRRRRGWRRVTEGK
Arrestin-AP2 inh = inhibitors of human beta-arrestin and AP2 interaction; 340,000 compounds, 0.31% hits; FITC-arrestin peptide / GST-AP2 beads, flow cytometry; AP2 beta2 appendage carries R879A mutation; inhibition, % at 10 µM;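 active means inhibition above a set limit, near 3 SD of compounds lacking own fluorescence, cut at about 54% in these data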;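 further: plate controls were DMSO wells for no effect and 5 µM unlabelled arrestin peptide for full effect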
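System: GST-tagged AP2 beta2-adaptin appendage (R879A) on 4 µm glutathione beads / Reagent: FITC-arrestin peptide, 50 nM / Detection: HyperCyt-sampled flow cytometry, FL1 channel, ex 488/em 535 nm / Timing: 12 min plus 1 h, RT / Buffer or medium: PBS plus Tween 20 (0.05%) and BSA (0.1%)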
Cardiac RTF inh = cardiac RTF calcium desensitization; P19429+P45379; IANBD-labeled cardiac RTF, Ca2+ fluorescence; inhibition, % at 7.15 µM; 340,000 compounds, 0.12% hits;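 active means inhibition above the mean inhibition of all tested compounds plus 3 SD, cut at about 17% in these data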;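 further: assay run at fixed EC70 calcium of 1.6 mM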
CAL PDZ FP-2 = blocks peptide binding to human CAL PDZ domain; AID 504414; inhibition, % at 20 µM; purified CAL PDZ, TMR-peptide fluorescence polarization, 1 h; 330,000 compounds, 0.02% hits;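 active means highest replicate inhibition of at least 40%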;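 further: plate controls were DMSO neutral control wells for no effect and unlabeled competitor peptide control wells for full effect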
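Material – purified CerCALP PDZ construct · Detection – FP readout, S and P plane fluorescence · Measure – percent inhibition from loss of millipolarization · Controls – unlabelled peptide for full inhibition, DMSO wells as neutral · Probe or stimulus – TMR-labelled reporter peptide T*-PRC34 bound in PDZ groove · Times – 1 h at RT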
Starred values were filed as active, the others as inactive; . = not tested or not shown. Not all compounds are listed; the hit share may differ from the screen's.

No.	structure	CAL PDZ FP-1	DSG3 Ab inh	Keap1 Nrf2 FP	DAGLB inh	LANA DNA inh
1	COc1ccc(-c2nnc(N(C)C(=O)c3ccco3)s2)cc1OC	1	110	-6	0	0.4
2	COc1cc(/C=N/NC(=O)c2ccc(-c3ccccc3)cc2)cc(OC)c1OC	0	100	-4	-4	0.5
3	S=c1[nH]nc(CNc2cccc(Cl)c2)o1	0	101	2	1	1.3
4	O=C(CSc1nnc(SCc2ccc(Cl)cc2)s1)c1ccc2c(c1)OCO2	-3	127	2	-12	-1.0
5	COc1ccc2c(c1)C(=O)N(c1ccccc1)C(=O)C2	-4	108	4	-1	-0.5
6	Cc1ccc(CC2CC(=O)N(CCc3ccccc3)C2=O)cc1 (configuration not stated)	0	96	0	-7	3.7
7	CC1CC(=O)N(c2ccc(NCCc3ccccc3)c([N+](=O)[O-])c2)C1=O (configuration not stated)	-3	95	5	11	1.8
8	CC1CCCC(C)N1C(=O)COC(=O)c1c[nH]c2ccccc12 (configuration not stated)	-2	.	-7	-3	-0.4

No.	V-ATPase pH	NSD2 HMT inh	Arrestin-AP2 inh	Cardiac RTF inh	CAL PDZ FP-2
1	2	0	-1	-12	-2.9
2	-1	-3	-2	-8	-0.4
3	-2	-3	-20	0	-1.6
4	-2	-1	-8	-7	-2.5
5	3	.	-6	-2	.
6	2	-11	38	-5	-1.0
7	0	1	3	-6	-3.2
8	-1	0	-3	-9	-2.3

More records.
No.	structure	CAL PDZ FP-1	DSG3 Ab inh	Keap1 Nrf2 FP	DAGLB inh	LANA DNA inh
9	O=C(Nc1ccc(-c2nc3cc(NC(=O)c4cccs4)ccc3o2)cc1)c1cccs1	-4	145	-2	0	-0.8
10	CN(C)c1ccc(CN2CCC(C(N)=O)CC2)cc1	0	95	-4	2	2.6
11	NC(=O)CSc1nnc(-c2ccncc2)n1CCc1ccccc1	1	95	-4	-2	-0.9
12	C/C=C\C(=O)Nc1cccc(C2=NOC3(C2)C[C@H](C(N)=O)N(C(=O)/C=C/CC)C3)c1 (some centres not stated)	-4	98	4	5	2.6
13	Cc1ccc2c(c1)S/C(=C/c1ccc[n+](C)c1)N2CCO	.	99	1	1	-1.5
14	CN(C)S(=O)(=O)c1cccc(NC(=O)c2ccc3nccnc3c2)c1	-1	89	-5	0	-0.2
15	CC(C)COC(=O)N(C)c1ccc(C(O)(C(F)(F)F)C(F)(F)F)cc1	4	109	1	6	-0.5
16	O=c1cc(N2CCCCCC2)[nH]c(=O)n1-c1ccccc1Cl	0	101	-1	-1	-0.6

No.	V-ATPase pH	NSD2 HMT inh	Arrestin-AP2 inh	Cardiac RTF inh	CAL PDZ FP-2
9	-1	2	8	-4	-0.9
10	0	3	3	-9	-1.8
11	2	8	0	-3	-1.7
12	-8	.	5	7	-0.7
13	3	1	-1	-3	1.1
14	1	1	-5	-16	-2.0
15	-1	.	6	3	0.8
16	-3	37	18	-10	-2.2

Following part
No.	structure	CAL PDZ FP-1	DSG3 Ab inh	Keap1 Nrf2 FP	DAGLB inh	LANA DNA inh
17	CC(Sc1nnc(-c2ccccc2F)n1C1CC1)C(N)=O (configuration not stated)	3	100	-3	-5	0.0
18	COc1cc2c(cc1NC(=O)CCC(=O)O)oc1ccccc12	5	103	0	-1	-1.7
19	CCC(C)Sc1cc(-c2nc3ccc(C)cn3c2NCc2ccccc2)ccc1OC (configuration not stated)	-3	101	3	-8	-1.0
20	CCOC(=O)C1CCCN(C(=O)CN2C(=O)C(CC)Oc3ccc(C)cc32)C1 (configuration not stated)	-2	86	-2	1	1.2
21	O=C(C1=NN(c2ccccc2)C2C(=O)N(c3ccccc3)C(=O)C12)c1ccccc1 (configuration not stated)	0	92	54*	-2	14
22	NNC(=O)c1ccc(COc2ccc([N+](=O)[O-])cc2)o1	-2	.	-3	-3	-0.2
23	CCOCCCn1c(=O)c2ccccc2n2c(=S)[nH]nc12	-3	92	0	-1	-0.4
24	CN(CC(=O)Nc1ccccc1Cl)C(=O)CCc1nc2ccccc2c(=O)[nH]1	-1	105	2	1	0.4

No.	V-ATPase pH	NSD2 HMT inh	Arrestin-AP2 inh	Cardiac RTF inh	CAL PDZ FP-2
17	-1	-4	8	-10	-2.2
18	0	-1	24	3	.
19	-1	-4	21	-3	2.8
20	0	-1	2	-6	-3.0
21	-7	-2	4	-33	-2.3
22	6	0	10	-2	1.2
23	2	-2	22	-5	-1.1
24	2	4	1	-9	-0.7

(further entries)
No.	structure	CAL PDZ FP-1	DSG3 Ab inh	Keap1 Nrf2 FP	DAGLB inh	LANA DNA inh
25	CCOc1c(OC)cccc1C1CC(=O)Nc2cc3c(cc21)OCCO3 (configuration not stated)	.	106	-2	-3	0.9
26	CCOP(=O)(OCC)C(Nc1cccc(C(F)(F)F)c1)c1ccc(C)cc1 (configuration not stated)	-7	86	1	-3	-0.4
27	CCOC(=O)N1CCN(C(=O)CN(C)S(=O)(=O)c2ccc(OCC)cc2)CC1	-1	.	-5	-1	1.9
28	CCOC(=O)C1CCN(C(=O)Cn2cc(C(=O)OC)c3ccccc32)CC1	1	99	-3	-2	-0.9
29	Cc1onc(-c2c(F)cccc2Cl)c1C(=O)Nc1nc2ccccc2[nH]1	0	113	-9	0	3.1
30	N#Cc1ccsc1NC(=O)CN1CCN(c2ccccn2)CC1	-6	102	-3	0	0.2
31	c1ccc(CC(Nc2ccccn2)c2ccccc2)cc1 (configuration not stated)	-3	84	5	-2	0.3
32	CCN1CCN(c2ccc(S(=O)(=O)N3CCOCC3)cc2NC(=O)CCSC)CC1	.	79	-3	1	-0.7

No.	V-ATPase pH	NSD2 HMT inh	Arrestin-AP2 inh	Cardiac RTF inh	CAL PDZ FP-2
25	5	.	-8	-4	-1.5
26	3	-2	1	1	0.1
27	2	-5	-5	-10	-2.5
28	0	-6	-7	10	-0.1
29	-3	1	-5	-5	-2.0
30	-2	-1	-1	2	.
31	2	1	-6	5	-2.2
32	-1	3	0	3	-1.1

Additional results
No.	structure	CAL PDZ FP-1	DSG3 Ab inh	Keap1 Nrf2 FP	DAGLB inh	LANA DNA inh
33	CC(=O)N(CCS(=O)(=O)c1ccc(Cl)cc1)Cc1cccs1	0	.	4	-3	-0.2
34	CCOC(=O)C1=C(c2ccccc2)NC(=O)NC1c1cc(OC)c(OC)cc1OC (configuration not stated)	-1	120	-1	-4	-2.1
35	CN(C)Cc1ccccc1CNC(=O)c1cccc(S(=O)(=O)Nc2ccc3c(c2)OCO3)c1	.	97	.	0	.
36	CCOC(=O)CN(C(=O)COc1nc(-c2ccccc2)cc(C)c1C#N)c1ccccc1	-2	109	-1	-4	0.2
37	Cn1nc(C(=O)NNC(=O)c2ccc(Cl)c(S(N)(=O)=O)c2)c2ccccc2c1=O	.	99	-2	6	-1.1
38	Cc1ccc(Nc2c3c(nc4ncnn24)CC(C)CC3)cc1 (configuration not stated)	30	.	-4	-2	0.5
39	CCN1CCc2nc3ccccc3c(C(=O)Nc3ccc(C#N)cc3)c2C1	.	103	-1	1	0.1
40	N#Cc1c(N2CCCCC2)nc(N2CCCCC2)c2c1CCN(Cc1ccccc1)C2	1	108	-8	0	-0.4

No.	V-ATPase pH	NSD2 HMT inh	Arrestin-AP2 inh	Cardiac RTF inh	CAL PDZ FP-2
33	0	3	37	2	-0.9
34	4	-7	7	-2	-0.3
35	-1	1	.	.	.
36	0	71*	11	-5	-1.5
37	-1	0	25	-11	0.3
38	-4	6	-6	0	-2.8
39	-2	40	24	-7	-0.6
40	3	1	43	-10	-0.1

Single records, as listed above:
Shown for N#Cc1c(N2CCCCC2)nc(N2CCCCC2)c2c1CCN(Cc1ccccc1)C2 → CAL PDZ FP-1 = 1; DSG3 Ab inh = 108; Keap1 Nrf2 FP = -8; DAGLB inh = 0; LANA DNA inh = -0.4; V-ATPase pH = 3; NSD2 HMT inh = 1; Arrestin-AP2 inh = 43; Cardiac RTF inh = -10; CAL PDZ FP-2 = -0.1
Shown for CCN1CCc2nc3ccccc3c(C(=O)Nc3ccc(C#N)cc3)c2C1 → CAL PDZ FP-1 = .; DSG3 Ab inh = 103; Keap1 Nrf2 FP = -1; DAGLB inh = 1; LANA DNA inh = 0.1; V-ATPase pH = -2; NSD2 HMT inh = 40; Arrestin-AP2 inh = 24; Cardiac RTF inh = -7; CAL PDZ FP-2 = -0.6

(continued)
No.	structure	CAL PDZ FP-1	DSG3 Ab inh	Keap1 Nrf2 FP	DAGLB inh	LANA DNA inh
41	COC(=O)c1ccc(NC(=O)CCn2c(=O)oc3ccccc32)cc1	-3	100	4	-1	1.2
42	OC(COCc1cccs1)CN1CCCCCC1 (configuration not stated)	-3	.	-4	-6	1.1
43	CN(c1ccccc1)S(=O)(=O)c1cccc(NC(=O)Cn2cnc3ccccc3c2=O)c1	-2	111	-1	-2	-3.3
44	CCN(C(=O)COC(=O)/C=C/c1cccc([N+](=O)[O-])c1)c1c(N)n(Cc2ccccc2)c(=O)[nH]c1=O	2	111	-4	2	-1.2
45	Cc1cc(C)c(SCCc2ccncc2)c(C)c1	-1	123	-2	-4	1.6
46	COc1ccc(C)cc1N(C(=O)c1ccccc1)c1nc2ccccc2s1	-5	.	2	-7	-0.2
47	CCOn1c(=O)c(=O)n(OC)c2ccccc21	10	116	1	-1	-0.9
48	CSc1nnc(C(C)(C)C)c(=O)n1/N=C/c1ccccc1O	-1	99	-1	-7	0.3
49	Cc1cccc2c(=O)c(-c3ccc(Cl)cc3)c(NC(=O)c3ccco3)oc12	1	.	-2	3	0.3

No.	V-ATPase pH	NSD2 HMT inh	Arrestin-AP2 inh	Cardiac RTF inh	CAL PDZ FP-2
41	0	1	-10	1	-1.8
42	-7	3	15	-2	0.0
43	3	1	-1	-3	-3.0
44	4	0	4	-9	-0.4
45	4	1	12	2	-0.4
46	1	1	1	-3	-1.1
47	7	24	17	-5	0.8
48	2	-2	29	-17	-2.0
49	-3	3	1	2	-3.0
